Nrf2 activator = activators of Nrf2 (ARE) signaling | AREc32 ARE-luciferase reporter (MCF7-derived line), luminescence, 24 h | 410,000 tested, 0.31% active | AID 624171 | Potency, µM (series often up to 46.1 µM), for inactives: at the top dose activation, most hits filed as activators; note: potency is the fitted concentration of half-maximal effect; % of control where 0% means no effect; nearly all actives have a fitted effect of over 65% in size
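AREc32 cells carrying an ARE-driven firefly luciferase, 1000 cells/well in OPTI-MEM with 5% FBS, dosed after overnight attachment and incubated 24 hr at 37 deg C. Steady-Glo luminescence read after 30 min at RT.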
CCT chaperon mod = changes cytosolic chaperonin activity; activity change, % (concentration not given with the values), hits read low; 360,000 tested, 0.3% active; AID 651819; purified chaperonin ATPase assay, HTRF ADP detection, 30 min; in the data active = activity change below about -30%; note: % is set by controls: 0 for no effect and ±100 for the full control effect
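We incubate TRiC, 40 or 20 nM final, with library compounds at 76 uM and 10 uM ATP for 30 min at 37 °C. ADP formed is detected with Transcreener HTRF reagents after 30 min at room temperature.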
TGFb SMAD3 inh = blocks TGF-b signaling; HepG2 CAGA-GFP TGF-b/SMAD3 reporter, GFP fluorescence, 18 h; TGF-beta stimulated, 500 pg/mL final; Potency, µM (top dose mostly 46.1 µM), inactives show at the top dose activity, negative = inhibition, actives largely listed as inhibitors; 410,000 tested, 1.2% active; AID 588855; note: potency is the fitted concentration of half-maximal effect; % is set by controls: 0 for no effect and ±100 for the full control effect; nearly all actives have a fitted effect of over 65% in size
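GFP signal (ex488/em500-530) from TGF-beta-stimulated HEPG2 CAGA-GFP cells, 500 pg/mL final, 18 h at 37 degrees C in DMEM plus 1% FBS, normalized to unstimulated and DMSO-stimulated controls.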
Abeta yeast res = compounds reversing amyloid beta toxicity in yeast; yeast expressing A-beta42, growth rescue, OD600, 48 h; response scale: 0% DMSO, 100% iron-clioquinol control; Potency, µM (titrated, usually from 46.1 µM), for inactives: at the top dose growth rescue, most hits filed as activators; 410,000 tested, 0.063% active; note: potency is the fitted concentration of half-maximal effect; nearly all actives have a fitted effect of over 55% in size
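Yeast growth medium received pinned compounds, then yeast cells expressing toxic A-beta were added; plates incubated at 30 C for 48 hr. Growth read as absorbance at 600 nm, normalized to DMSO and equimolar FeCl3 plus clioquinol controls.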
HepG2 viability = kills HepG2 cells in TGF-b inhibitor counter-screen | HepG2 CAGA-GFP viability, ATP luminescence, 18 h | Potency, µM (top dose mostly 46.1 µM), inactives show at the highest dose activity change, negative = cytotoxicity, most hits filed as cytotoxic | 410,000 tested, 0.76% active | AID 588856; note: potency is the fitted concentration of half-maximal effect; some results filed as inactive show a strong effect at the top dose
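HepG2 CAGA-GFP cells (1000/well, DMEM with 1% FBS) received compound, then TGF-beta at 500 pg/mL final, and were incubated 18 hours at 37 degrees C. Viability was read by CellTiter-Glo luminescence. Media-only wells were set as complete cell-killing and DMSO as no toxicity.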
Nrf2 inh = inhibitors of Nrf2 signaling; A549 ARE-Fluc reporter, luciferase luminescence, 18-24 h; Potency, µM (titrated, usually from 46 µM), for inactives: top-dose activity change, negative = inhibition, most hits filed as inhibitors; 360,000 tested, 2.1% active; AID 504444; note: potency is the fitted concentration of half-maximal effect; % is set by controls: 0 for no effect and ±100 for the full control effect; nearly all actives have a fitted effect of over 60% in size
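Reporter: ARE-Fluc in A549. Exposure: 18-24 h, 37 °C, 5% CO2, 5% FBS OPTI-MEM. Readouts: fluorescent cytotoxicity (CellTiter-Fluor), then luminescent Nrf2 signal after BugLite.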
A549 tox = kills or reduces viability of A549 cells in Nrf2 counter-screen. A549 ARE-Fluc cells, CellTiter-Fluor viability, 18-24 h. Potency, µM (top dose mostly 46 µM), for the others: at the highest dose activity change, negative = cytotoxicity, most hits filed as inhibitors. 390,000 tested, 0.16% active. AID 504648; note: potency is the fitted concentration of half-maximal effect; % is set by controls: 0 for no effect and ±100 for the full control effect
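A549 ARE-Fluc cells in 5% FBS OPTI-MEM, 5000 cells/well, rested 2 h then exposed to compounds in concentration-response for 18-24 h at 37 °C. Viability by CellTiter-Fluor fluorescence (Ex 405/Em 525) after 30 min; luciferase luminescence (BugLite, 15 min, RT) read afterwards.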
Mm-Cpn inhibitor = inhibitors of Methanococcus maripaludis chaperonin (MmCpn) | purified Mm-Cpn ATPase, ADP Transcreener TR-FRET | Potency, µM (highest dose often 76.9 µM), without a hit: at the highest dose activity, negative = inhibition, most hits filed as inhibitors | 330,000 tested, 0.031% active; note: potency is the fitted concentration of half-maximal effect; % is set by controls: 0 for no effect and ±100 for the full control effect; nearly all actives have a fitted effect of over 80% in size
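ATPase read-out: TR-FRET ADP immunoassay (anti-ADP Eu cryptate vs ADP-d2), ex 320 nm, em 590/665 nm; signal drops as ADP forms. Enzyme 25 nM, ATP 10 uM, 30 min at 37°C after 10 min compound preincubation.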
Akt phos inh = Akt phosphorylation inhibition | activity change, % for hits at 50 µM | 360,000 tested, 0.32% active | Neuro2A IGF-stimulated pAkt S473 HTRF, 20 min; stronger effect = lower value; in the data active = activity change below about -80%; inconclusive = mostly about -51% to -80%; note: % is set by controls: 0 for no effect and ±100 for the full control effect
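Neuro2A cells (4,500/well, DMEM with 0.5% FBS) were treated with compound at a single 50 µM final concentration, stimulated with 6 nM IGF for 20 min at 37 °C, and lysed. Phospho-Akt Ser473 was read by HTRF as 665/615 ratio ×10^4.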
An asterisk follows results filed as active; i = inactive; ? = inconclusive; . = no result given; & = joins results of further samples; [ ] = remark or other dose. Unless noted, calls come from the whole dose curve; as a rule, active = well fitted curve in the direction sought with a large enough effect; inconclusive = small, poorly fitted or top-dose-only effect, or another doubt; inactive = no such curve, though single readings can be large; an effect the other way counts as inactive or inconclusive.

Below each compound: Nrf2 activator, CCT chaperon mod, TGFb SMAD3 inh, Abeta yeast res, HepG2 viability, Nrf2 inh, A549 tox, Mm-Cpn inhibitor, Akt phos inh
CCN=C1SC(C(=O)Nc2ccc(OC)cc2)CC(=O)N1CC (stereo unspecified)
    -0.1%, 1.7, 17%, 5%, 10%, -20%, 1%, 1%, i
Cc1ccc(C2=NN(C(=O)CSc3nccn3C)C(c3ccco3)C2)cc1 (stereo unspecified)
    -0.7%, -1.1, -11%, -4%, -1%, ?, -8%, -2%, i
CC(C)Sc1nc2c(c(=O)[nH]c(=O)n2C)n1Cc1ccc(Cl)cc1
    2.5%, 1.8, 2%, 23%, -8%, ?, 0%, -3%, i
COc1ccc(C(=O)CSc2nn3c(=O)c(C(C)(C)C)nnc3s2)cc1
    ?, 0.8, -29%, 5%, -35%, ?, -6%, -2%, .
Cc1c2ccccc2nc2ccccc12
    3.4%, -7.2, 11%, -41%[inhibitor], 1%, -1%, -11%, ., i
c1ccc(OCCOCCN2CCc3ccccc3C2)cc1
    -0.1%, 0.9, 0%, 8%, -15%, 0%, 8%, -2%, i
Cc1cc(=O)oc2c(C)c(OC(C)C(=O)NCCCN3CCCC3=O)ccc12 (stereo unspecified)
    0.5%, -1.5, -1%, 6%, 2%, 2%, 2%, -1%, i
Cc1cccc(NC(=O)Cc2ccc(NC3=NC4CS(=O)(=O)CC4S3)cc2)c1 (stereo unspecified)
    0.5%, -1.3, -16%, 0%, -4%, -6%, -13%, -1%, i
CCOC(=O)C1CCCN(c2ncnc3c2cnn3-c2ccc(C)c(Cl)c2)C1 (stereo unspecified)
    1.3%, ., -19%, 11%, -18%, ., 20%, ., .
N#CCC(=O)Nc1ccc(C(=O)OCC(=O)Nc2cc(-c3ccccc3)nn2-c2ccccc2)cc1
    -1.0%, 1.4, -20%, 4%, -3%, ., ., ., i
COc1ccccc1N1CCN(C(=O)C(C)NC(=O)c2cccc([N+](=O)[O-])c2)CC1 (stereo unspecified)
    -0.2%, -2.2, -28%, -9%, -37%, -15%, 4%, 1%, i
COc1ccc(OCc2ccc(-c3nc(C#N)c(NCc4cccnc4)o3)o2)cc1
    6.8%, ., -14%, 18%, -12%, ?, -15%, ., .
Cc1cc(C)cc(N(CCC(=O)O)S(=O)(=O)c2ccc(Cl)cc2)c1
    -0.2%, 1.5, 8%, ?, 8%, 1%, -3%, -1%, i
O=C(Nc1ccc(F)cc1)N1CCN(c2ccc3nnc(-c4ccc(F)cc4)n3n2)CC1
    -0.4%&4.5%, 0.3, -6%&-16%, -14%&4%, 13%&-20%, ?, ?, 0%, i
O=C(COC(=O)c1ccc([N+](=O)[O-])o1)NCc1ccc2c(c1)OCO2
    23%, 0.3, 2%, -79%[inhibitor], -22%, -8%, -4%, -6%, i
O=C(Nc1ccc(S(=O)(=O)N2CCOCC2)cc1)c1ccc(CN2CCc3ccccc3C2)cc1
    2.5%, -4.5, -7%, -5%, -16%, 0.82µM*, ?, -1%, i
C=CCSc1nnc(NC(=O)C2=COCCO2)s1
    -0.1%, -1.7, 12%, 0%, 0%, ?, 0%, -1%, i
NS(=O)(=O)c1ccc(CCNC(=S)NC2CCCC2)cc1
    4.1%, 1.3, 2%, -3%, -8%, -6%, 14%, 1%, i
Cc1ccc2[nH]c(=O)c(CN(CCCN(C)C)C(=O)Nc3cccc(Cl)c3)cc2c1
    -0.7%, -3.1, 10%, -17%, -6%, 17%, 4%, 3%, i
N#Cc1cccc(NC(=O)c2cc(C3CCCCN3C(=O)c3ccc4c(c3)CCO4)on2)c1 (stereo unspecified)
    6.3%, 0.8, 2%, 17%, -12%, ., ., ., i

Continued.
Below each compound: Nrf2 activator, CCT chaperon mod, TGFb SMAD3 inh, Abeta yeast res, HepG2 viability, Nrf2 inh, A549 tox, Mm-Cpn inhibitor, Akt phos inh
COc1cc(/C=N/NC(=S)NCCN2CCOCC2)cc(OC)c1O
    -0.6%, -3.7, -17%, -16%, -55%, -14%, 9%, -5%, i
CCOc1cccc(C(=O)NC(=S)Nc2ccc3c(c2)OCCO3)c1
    0.0%, 0.1, 26%, -26%, 31%, ?, 1%, 1%, i
COC(=O)c1cc(COC(=O)c2ccc3ccccc3n2)oc1C
    -0.3%, 1.7, -3%, 29%, 10%, 9%, -4%, -2%, i
O=C(CSc1ncn[nH]1)NCc1ccccc1Cl
    -0.4%, -1.8, 7%, -18%, 6%, 1%, 5%, 0%, i
Cc1ccc(NC(=O)CN2C(=O)COc3ccc(S(=O)(=O)NC4CCCC4)cc32)cc1Cl
    6.1%, ., ?, 3%, -28%, ?, 0%, ., .
C#CC(C)(CC)NC(=O)c1cc2c(n(-c3ccc(Cl)cc3)c1=O)CC(C)(C)CC2=O (stereo unspecified)
    -0.7%, ., 9%, 0%, -19%, -4%, -9%, ., .
Fc1ccccc1SCc1nnc(-c2ccccc2Br)o1
    0.1%, -0.4, ?, -11%, -9%, ?, 4%, -3%, i
CC(=O)NC(C)CCc1ccccc1 (stereo unspecified)
    1.8%, -0.2, 5%, -19%, -17%, ?, 7%, 2%, i
O=C(/C=C/c1ccco1)N(Cc1ccccc1F)C1CCS(=O)(=O)C1 (stereo unspecified)
    11%, -0.8, -24%, -8%, 9%, 8%, 2%, -4%, i
Cc1noc(-c2ccccc2)c1NC(=O)Nc1ccc2nc([C@H]3C[C@H](O)[C@@H](CO)O3)[nH]c2c1
    0.5%, 0.5, -16%, -7%, 4%, ., ., ., i
Cc1csc2c(=O)[nH]cnc12
    0.1%, -1.3, 5%, -11%, 2%, -27%, -1%, 0%, i
O=C(CCN=C1NS(=O)(=O)c2ccccc21)OCc1ccccc1
    0.3%, 1.6, -15%, 3%, -21%, 8%, 2%, 0%, i
COc1ccc(CNC(=O)COC(=O)CCOc2ccccc2)cc1
    -0.3%, -1.7, 0%, 12%, 4%, 15%, -2%, -2%, i
CCOc1ccccc1OCC(=O)OCC(=O)c1c(N)n(CC(C)C)c(=O)n(C)c1=O
    2.7%, 1.7, ?, -7%, -34%, ?, -1%, 0%, i
CC(C)NC(=S)N/N=C1\CCCCc2ccccc21
    5.8%, -0.8, ?, 5%, -60%, 9%, ?, -1%, i
O=C(CCNS(=O)(=O)c1ccc(Cl)cc1)NCc1ccccn1
    0.0%, -2.2, 28%, 2%, -2%, 2%, -1%, 1%, i
Cc1ccc(NC(=O)CSc2nnc(-c3ccccn3)n2C)cc1
    -0.9%, -0.4, 7%, 15%, -21%, -11%, -4%, 3%, i
CSc1nc2ccc(S(N)(=O)=O)cc2s1
    4.3%, -3.3, -7%, 19%, 1%, -13%, -2%, 2%, i
C=CC[C@@H](CC(=O)NCCO)C(=O)N[C@H](COC(=O)[C@@H](CC=C)Cc1ccc(F)cc1)Cc1c[nH]c2ccccc12
    3.1%, -1.2, ?, 6%, -38%, -4%, -6%, 1%, i
COc1cccc(C(=O)OCC(=O)NC23CC4CC(CC(C4)C2)C3)c1
    -1.1%, -2.3, 3%, 0%, 11%, 3%, -5%, -1%, i

Structural class: the entries above with fluorine (four)
Below each compound: Nrf2 activator, CCT chaperon mod, TGFb SMAD3 inh, Abeta yeast res, HepG2 viability, Nrf2 inh, A549 tox, Mm-Cpn inhibitor, Akt phos inh
O=C(Nc1ccc(F)cc1)N1CCN(c2ccc3nnc(-c4ccc(F)cc4)n3n2)CC1
    -0.4%&4.5%, 0.3, -6%&-16%, -14%&4%, 13%&-20%, ?, ?, 0%, i
Fc1ccccc1SCc1nnc(-c2ccccc2Br)o1
    0.1%, -0.4, ?, -11%, -9%, ?, 4%, -3%, i
O=C(/C=C/c1ccco1)N(Cc1ccccc1F)C1CCS(=O)(=O)C1 (stereo unspecified)
    11%, -0.8, -24%, -8%, 9%, 8%, 2%, -4%, i
C=CC[C@@H](CC(=O)NCCO)C(=O)N[C@H](COC(=O)[C@@H](CC=C)Cc1ccc(F)cc1)Cc1c[nH]c2ccccc12
    3.1%, -1.2, ?, 6%, -38%, -4%, -6%, 1%, i

The list goes on.
Below each compound: Nrf2 activator, CCT chaperon mod, TGFb SMAD3 inh, Abeta yeast res, HepG2 viability, Nrf2 inh, A549 tox, Mm-Cpn inhibitor, Akt phos inh
O=C(NCC(c1cccnc1)N1CCN(c2ccc(F)cc2)CC1)c1ccccc1 (stereo unspecified)
    -0.3%, -0.1, -9%, 20%, 3%, -6%, -2%, 1%, i
C/C=C/C(=O)Nc1cccc(C2=NOC3(C2)C[C@@H](C(N)=O)N(C(=O)/C(C)=C/C)C3)c1 (stereo partly specified)
    -0.2%, -7.3, -2%, -7%, 5%, 8%, -2%, 3%, i
CCOc1ccc(-n2c(SCc3nc(-c4cccs4)no3)nnc2-c2ccncc2)cc1
    2.5%, -1.0, -19%, 7%, 1%, ?, -23%, -2%, i
Cc1cnc(C(=O)OCC(=O)Nc2oc(-c3ccccc3)c(-c3ccccc3)c2C#N)cn1
    0.1%, -1.7, 13%, 3%, -16%, -2%, -16%, 1%, i
CCOc1ccc(NS(=O)(=O)c2c(C)nc3sccn3c2=O)cc1
    2.0%, 0.7, 39%[activator], 19%, 31%, -1%, 3%, -3%, i
CCN(CC)C(=O)CSc1nnc2[nH]c(=O)cc(C)n12
    0.1%, ., -10%, -22%, -8%, ., 0%, ., .
COc1ccc(/C=C2\CC/C(=C\c3ccc(OC)cc3OC)C2=O)c(OC)c1
    -0.5%, 0.4, 13%, 4%, -11%, 2%, 3%, -3%, i
Cc1onc(-c2ccccc2Cl)c1C(=O)Nc1nnc(C(C)C)s1
    -0.9%, 0.0, -14%, 18%, -22%, 0%, 5%, 2%, i
